Compound activity: PubChem BioAssay, Sanford-Burnham Center for Chemical Genomics
PfGluPho inh: PfG6PD enzyme inhibitors, primary screen, biochemical, fluorescence intensity, uHTS | PfGluPho enzyme, NADPH resazurin-diaphorase fluorescence | inhibition, % at 20 µM | hit rate 0.78% among 350,000 | AID 504690, 2011;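 active = inhibition reaching at least a set limit at 20 µM in the primary screen, cut at about 59% in these data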;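 note: 0% = DMSO wells with substrate and 100% = DMSO wells lacking glucose-6-phosphate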
SENP6 block: SENP6 protease inhibitors, primary screen, biochemical, luminescence, uHTS; Sentrin-specific protease 6 (Homo sapiens), Q9GZR1; Recombinant SENP6 catalytic domain, aminoluciferin luminescence; hit rate 1.8% among 330,000; AID 2599, 2010; inhibition, % at 10 µM;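 active = inhibition above about 50% at the single tested dose, limit read from the data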;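 note: plate controls were DMSO wells with enzyme for no effect and DMSO wells lacking enzyme for full effect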
SENP8 block-1: SENP8 protease inhibitors, primary screen, biochemical, luminescence | Sentrin-specific protease 8 (Homo sapiens), Q96LD8 | purified SENP8, Z-RLRGG-aminoluciferin cleavage | inhibition, % at 10 µM | hit rate 1.2% among 330,000 | AID 2540, 2010; in the data active = inhibition above about 50%
SENP8 block-2: human SENP8 protease inhibitors, primary screen, biochemical, fluorescence, Nedd8 protein substrate, uHTS | inhibition, % at 20 µM | hit rate 0.64% among 360,000 | AID 602440, 2012 | recombinant SENP8 | Sentrin-specific protease 8 (Homo sapiens), Q96LD8; in the data active = inhibition mostly above about 40%, no sharp cut-off; inactive = mostly below about 27%
SENP7 inh: SENP7 protease inhibitors, primary screen, biochemical, luminescence, uHTS | recombinant SENP7, Z-RLRGG-aminoluciferin luminescence, 40 min | inhibition, % at 5 µM | hit rate 1.5% among 330,000 | AID 434973, 2010;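 active = inhibition above about 50% at the single test dose, limit read from the data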;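 note: plate controls were DMSO with enzyme for no effect and no enzyme buffer wells for full effect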
HKDC1 inhibitor: HKDC1 hexokinase inhibitors, primary screen, biochemical, fluorescence, uHTS. inhibition, % at 20 µM. AID 493160, 2011. hit rate 0.16% among 340,000. recombinant HKDC1, G6PDH/diaphorase resazurin coupled fluorescence. Q2TB90;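 active = inhibition above about 35% when tested at 20 µM, limit read from the data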;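 note: plate controls were DMSO wells with enzyme for no effect and DMSO wells lacking enzyme for full effect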
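Test system: Recombinant HKDC1 (HK5) hexokinase enzyme, produced in-house | Input: HKDC1 at 5 µg/mL | Buffer or medium: Tris pH 8.0 buffer with MgCl2, Tween-20, BSA, BME | Schedule: 90 min reaction incubation at room temperature, dark | Technique: Resazurin-to-resorufin fluorescence via G6PDH and diaphorase coupling, 525/613 nm | Controls: DMSO wells with and without enzyme mix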
Apaf-1 inh: inhibitors of human Apaf-1 apoptosome, primary screen, biochemical, DEVD-Rh110 fluorescence, uHTS; hit rate 0.71% among 330,000; inhibition, % at 20 µM; Apoptotic protease-activating factor 1 (Homo sapiens), O14727; reconstituted apoptosome caspase-3 activity; AID 489030, 2010; active = inhibition of at least 40% at 20 µM;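 note: plate controls were DMSO wells for no effect and DEVD-CHO caspase inhibitor wells for full effect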
Target sequence (O14727 whole entry, looked up): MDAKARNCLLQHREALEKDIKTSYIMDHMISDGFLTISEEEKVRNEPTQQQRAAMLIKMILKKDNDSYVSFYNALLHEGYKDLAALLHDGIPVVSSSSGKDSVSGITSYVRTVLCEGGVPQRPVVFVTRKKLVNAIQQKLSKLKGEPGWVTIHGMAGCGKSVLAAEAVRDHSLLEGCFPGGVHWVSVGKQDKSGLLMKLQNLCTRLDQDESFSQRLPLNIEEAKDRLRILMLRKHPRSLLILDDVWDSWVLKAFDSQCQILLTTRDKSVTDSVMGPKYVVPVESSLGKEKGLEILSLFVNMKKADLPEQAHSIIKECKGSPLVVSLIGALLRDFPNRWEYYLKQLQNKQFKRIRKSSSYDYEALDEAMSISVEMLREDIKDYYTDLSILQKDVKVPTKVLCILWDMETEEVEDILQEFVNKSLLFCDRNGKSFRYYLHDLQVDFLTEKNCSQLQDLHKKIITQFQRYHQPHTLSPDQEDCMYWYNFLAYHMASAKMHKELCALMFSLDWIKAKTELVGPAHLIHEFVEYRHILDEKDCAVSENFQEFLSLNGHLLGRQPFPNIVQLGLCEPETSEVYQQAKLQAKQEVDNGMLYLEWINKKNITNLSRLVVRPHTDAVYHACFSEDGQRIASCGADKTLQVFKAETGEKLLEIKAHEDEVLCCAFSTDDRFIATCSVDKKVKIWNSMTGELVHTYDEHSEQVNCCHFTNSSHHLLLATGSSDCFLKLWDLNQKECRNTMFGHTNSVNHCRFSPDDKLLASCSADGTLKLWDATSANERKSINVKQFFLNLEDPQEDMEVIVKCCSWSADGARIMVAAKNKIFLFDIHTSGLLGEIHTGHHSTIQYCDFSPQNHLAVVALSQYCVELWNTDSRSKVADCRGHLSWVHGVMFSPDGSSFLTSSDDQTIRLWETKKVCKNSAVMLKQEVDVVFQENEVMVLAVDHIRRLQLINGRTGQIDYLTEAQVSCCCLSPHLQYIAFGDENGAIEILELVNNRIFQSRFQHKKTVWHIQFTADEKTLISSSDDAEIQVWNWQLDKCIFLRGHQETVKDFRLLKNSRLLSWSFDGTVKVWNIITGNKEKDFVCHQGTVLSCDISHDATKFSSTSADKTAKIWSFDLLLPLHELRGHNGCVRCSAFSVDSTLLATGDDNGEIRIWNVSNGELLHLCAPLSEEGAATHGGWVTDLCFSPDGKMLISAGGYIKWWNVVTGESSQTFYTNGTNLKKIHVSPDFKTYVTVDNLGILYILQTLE
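System: reconstituted apoptosome with Apaf-1, cytochrome c, caspase-9, procaspase-3, dATP; Signal: Rh110 fluorescence intensity; Schedule: 30 min compound preincubation, 50 min activation, room temperature; Reagent: cytochrome c trigger plus (Z-DEVD)2-Rh110 caspase-3 substrate.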
SENP1 FRET inh: human SENP1 catalytic domain inhibitors, primary screen, biochemical, FRET, uHTS | Sentrin-specific protease 1 (Homo sapiens), Q9P0U3 | recombinant SENP1 catalytic domain, CyPet-SUMO1-YPet FRET cleavage | inhibition, % at 10 µM | hit rate 0.21% among 360,000 | AID 624204, 2012;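 active = inhibition at least 30% at 10 µM, raw YFP signal under a set limit, fluorescence ratio 0.5 to 1.5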;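 note: 0% = enzyme with DMSO and 100% = no enzyme wells; some results filed as inactive read as strong as hits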
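material = recombinant human SENP1 catalytic domain, His6-tagged | quantity = 20 pM enzyme | reagent = 25 nM SUMO1 FRET substrate | compound dosing = 10 µM single point, 0.5% DMSO | timing = 50 min enzyme reaction, room temperature, light-protected | detection = FRET, CFP and YFP emission | control set = no-enzyme low, enzyme-DMSO high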
* marks the source's active call; other numbers are inactive results; . = no result given.

SMILES | PfGluPho inh | SENP6 block | SENP8 block-1 | SENP8 block-2 | SENP7 inh | HKDC1 inhibitor | Apaf-1 inh | SENP1 FRET inh
Fc1ccc(C(c2nnnn2CCc2ccccc2)N2CCCc3ccccc32)cc1 (stereo not drawn) | 19 | -1 | 2 | 0 | 7 | 0 | 30 | -7
C[C@H]1CN([C@@H](C)CO)C(=O)Cc2cc(NC(=O)CCC(F)(F)F)ccc2O[C@H]1CN(C)S(=O)(=O)c1ccc(Cl)cc1 | 16 | 4 | 6 | 3 | -4 | -1 | 23 | -2
COc1ccccc1C(=O)O/N=C1/CCCc2c1ccc(OC)c2[N+](=O)[O-] | 15 | -9 | -3 | 29 | 13 | 2 | 1 | -1
COc1cc(CN(C2CCCCC2)S(=O)(=O)c2ccc(S(=O)(=O)N(C)C3CCCCC3)cc2)cc(OC)c1OC | 18 | 3 | -1 | 10 | 6 | -6 | 17 | 2
O=C(O)CC12CC3CC(C1)CC(n1cncn1)(C3)C2 | 1 | 8 | -9 | 7 | -2 | -13 | 2 | -1
Cc1ccc(S(=O)(=O)/C(C#N)=C/c2c(N3CCOCC3)nc3c(C)cccn3c2=O)cc1 | 17 | -3 | -4 | -42 | -6 | 3 | 6 | -32
CCN1CCN(S(=O)(=O)c2ccc(C)c([N+](=O)[O-])c2)CC1 | -1 | 17 | -1 | 24 | 5 | -2 | 5 | 3
Clc1nssc1=Nc1ccc(Br)cc1 | 79* | . | . | 44* | . | -14 | . | 1
CC(C)NC(=O)C1CCN(C2CCN(C(=O)Cc3ccc4c(c3)OCO4)CC2)CC1 | -5 | 4 | -9 | 6 | 4 | 7 | 8 | -3
S=C(Nc1ccccc1Cl)N1CCCCC1 | -15 | -13 | -11 | 3 | -1 | 17 | 0 | -2
CCN(C(=O)COc1cc(=O)n(C)c2ccccc12)c1cccc(Cl)c1 | 8 | -14 | -8 | 21 | 4 | -4 | -9 | -1
O=S(=O)(c1ccccc1)N1CCN(C(=S)NCCCN2CCOCC2)CC1 | -3 | 5 | 7 | 18 | -7 | -3 | -10 | -1
O=C1CC2(CON=C2c2ccc(F)cc2)C(=O)N1c1ccc(F)cc1 (stereo not drawn) | 2 | -1 | 2 | 13 | 3 | -3 | -1 | 2
COC(CNC(=O)c1ccc2nc(-c3cccs3)c(-c3cccs3)nc2c1)OC | -25 | -3 | 5 | -284 | -1 | 14 | 16 | -29
COc1ccc(C(=O)COC(=O)CNC(=O)c2cccc(OC(F)F)c2)cc1 | -11 | -1 | -8 | 10 | -2 | -10 | 0 | 0
CC(/C=C1\SC(=S)N(CCC(=O)Nc2ccc(O)cc2)C1=O)=C\c1ccccc1 | 3 | 10 | 6 | 17 | 2 | 2 | 0 | -2
O=C(/C=C/c1ccc(S(=O)(=O)N2CCOCC2)cc1)NCc1ccccc1Cl | 7 | -11 | 2 | 8 | 6 | -6 | 12 | 3
O=c1[nH]c(-c2ccccc2)c(-c2ccccc2)o1 | -7 | 10 | -5 | -177 | -3 | 6 | 1 | 1
CCC(C)NC(=O)CNC(=O)Cn1c(C)cc2ccccc2c1=O (stereo not drawn) | -3 | -3 | -8 | -91 | 4 | 0 | 5 | 2
COC(=O)c1ccccc1NC(=O)c1cc([N+](=O)[O-])nn1Cc1ccccc1 | -3 | -4 | -2 | 12 | 6 | -7 | 11 | -1
O=C1CC(N2CCN(c3ccc(O)cc3)CC2)C(=O)N1c1ccc2c(c1)OCO2 (stereo not drawn) | 60* | 0 | 0 | 9 | 1 | -4 | -4 | 0
Cn1cnc(S(=O)(=O)N2CCN(c3ccc(F)cc3)CC2)c1 | 5 | -8 | 0 | 9 | 3 | -2 | -18 | 2
CSc1cccc(NC(=S)N(Cc2ccccc2)Cc2cccnc2)c1 | 6 | 8 | -1 | 15 | 7 | -1 | -19 | 3
CC1(CCc2ccccc2)NC(=O)N(CC(=O)N2CCCCCC2)C1=O (stereo not drawn) | -11 | -2 | -9 | 1 | -5 | -2 | 8 | -1
COc1ccc(NC(=O)COC(=O)CO/N=C(\C)c2ccc3c(c2)OCO3)cc1S(N)(=O)=O | 8 | -6 | 3 | -16 | -3 | 1 | -4 | 0
Cc1ccc(CNC(=O)CSc2ccsc2[N+](=O)[O-])cc1 | -5 | -21 | -9 | 11 | 10 | -1 | 8 | -9
CCC(NC(=O)Nn1cnnc1)(C(F)(F)F)C(F)(F)F | -1 | -12 | -5 | 7 | -9 | -2 | 9 | 1
O=C(NCc1ccco1)c1cnn2cccnc12 | -16 | -6 | 1 | -110 | -1 | 2 | -24 | -4
COC(=O)c1scc(C)c1NC(=O)c1ccccc1F | -8 | 1 | 3 | 15 | 2 | -1 | 6 | 2
O=C(CSc1nc(-c2ccccc2F)nc2nc[nH]c12)Nc1c(Cl)cc(Cl)cc1Cl | . | -13 | -10 | . | -4 | . | 4 | .
O=C(c1ccc2ccccc2c1)N1CCc2ccccc21 | 7 | 5 | -3 | 10 | 9 | 2 | 10 | 0
Cc1ccc(S(=O)(=O)CCC(=O)OCC(=O)N(C)Cc2ccccc2)cc1 | -16 | . | . | 2 | . | 3 | . | 0
CCOc1ccc(NC(=O)c2c(NC(=O)CN3CCN(C)CC3)sc3c2CCC3)cc1 | . | 10 | 4 | -10 | -2 | . | 24 | 1
COc1ccc(/C=N/OCC(=O)N2CC3(C)CC2CC(C)(C)C3)cc1 (stereo not drawn) | 6 | -35 | 5 | 23 | -4 | 1 | 6 | 0
CC(C)CCNC(=O)c1cccc(S(=O)(=O)N2CCc3ccccc32)c1 | 14 | 2 | -2 | -1 | 1 | 8 | 31 | 0
Cc1ccc(Oc2cnn(-c3ccccc3)c(=O)c2Br)cc1 | 0 | -21 | 1 | 11 | 5 | -3 | 9 | 0
CCC(C)Sc1ccc([C@H]2N[C@@](Cc3ccccc3)(C(=O)OC)[C@H]3C(=O)N(C)C(=O)[C@@H]23)cc1 (stereo partly drawn) | 22 | 4 | -1 | 6 | -7 | 4 | 25 | -4
COc1ccccc1OCc1nc(-c2cccc([N+](=O)[O-])c2)no1 | 5 | 10 | 5 | 11 | 3 | -8 | 8 | -1
CC(=O)N1CCN(C(=O)c2ccc3oc(CCCc4ccccc4)nc3c2)CC1 | -7 | 24 | 8 | 9 | -6 | 0 | -7 | 0
Cc1[nH]c2ccccc2c1/C=N/NC(=O)c1cccc([N+](=O)[O-])c1 | 18 | -9 | -5 | 29 | -5 | 3 | 15 | 5
O=C(NC1CCCC1)C(c1cccs1)N(Cc1ccco1)C(=O)Cn1nnc(-c2cccs2)n1 (stereo not drawn) | -4 | 11 | 5 | 15 | -8 | -7 | 10 | 0
COc1ccc(-c2nc(NC(=O)c3ccc(OCC(=O)N4CCOCC4)c(OC)c3)sc2C)cc1 | 1 | 1 | -10 | -88 | -1 | -4 | 3 | -2
CCc1nc2ccccc2c(C(=O)OCC(=O)C(C)(C)C)c1C | 18 | -28 | -4 | 3 | -7 | -9 | 10 | -1
O=c1c2c(nc3c(-c4ccc(Cl)cc4)c[nH]n13)CCCC2 | -10 | -14 | -3 | -479 | -3 | 0 | 3 | -3
Cc1ccc(O)c(C2=NCCNC(C(F)(F)C(F)F)=C2)c1 | -9 | -5 | -2 | 26 | 8 | 3 | -10 | 4
NC(CSC1(c2ccccc2)c2ccccc2-c2ccccc21)C(=O)O (stereo not drawn) | 18 | . | . | -17 | . | 2 | . | -5
O=C(Nc1cccc([N+](=O)[O-])c1)c1ccn[nH]1 | 1 | 46 | 24 | 10 | 45 | -10 | -16 | 2
COc1ccccc1NC(=O)CCSCCC(=O)Nc1ccccc1OC | 9 | 5 | 2 | 13 | 0 | 4 | 3 | -3
CC(C)(C#N)NC(=O)C(=O)c1c(-c2ccccc2)cc2ccccn12 | -1 | -15 | -3 | 25 | 0 | -5 | -7 | 0
OCCNCCOc1ccc(Cl)c(Cl)c1 | -2 | 3 | 1 | 12 | 6 | -9 | -9 | 1
Next part:
SMILES | PfGluPho inh | SENP6 block | SENP8 block-1 | SENP8 block-2 | SENP7 inh | HKDC1 inhibitor | Apaf-1 inh | SENP1 FRET inh
COC(=O)CSc1nc(C2CC2)cc(C(F)(F)F)c1C#N | 6 | -2 | 1 | -24 | 0 | 3 | 13 | -4
O=C(O)COc1ccccc1C=NNc1ccc([N+](=O)[O-])cc1S(=O)(=O)Nc1ccc(Cl)cc1 | -3 | 20 | 13 | -282 | -3 | 2 | 23 | -30
CSc1nc(S(=O)(=O)c2ccc(C)cc2)c(Cl)s1 | 9 | -16 | -2 | 11 | 0 | -1 | 13 | 0
CC(C)(C)OC(=O)NCCCCCNC(=O)c1[nH]cnc1C(=O)Nc1cccc(Cl)c1 | 2 | -12 | 1 | 18 | -4 | 1 | 14 | 0
CCn1c(CNC(=O)c2ccc(Cl)cc2)nnc1SCC(=O)N1CCOCC1 | -7 | 1 | -1 | 3 | 5 | 4 | 5 | 1
Cc1nc(-c2ccc(S(=O)(=O)Nc3ccc(S(N)(=O)=O)cc3)cc2)co1 | -41 | -5 | -6 | 10 | -15 | -5 | -7 | 2
O=C(Cc1cccs1)Nn1c(Cc2cccs2)nc2ccccc2c1=O | -14 | 9 | -11 | 6 | -7 | 5 | -7 | -1
CCCNC(=O)CN1C(=O)NC(CCSC)C1=O (stereo not drawn) | 3 | -9 | -1 | 15 | 8 | -7 | -17 | 5
Nn1c(-c2ccccn2)nnc1-c1ccccn1 | -5 | 1 | -15 | 18 | -10 | 1 | 9 | 1
CCN(CC)c1nc(SCC(=O)O)nc(N(CC)CC)n1 | -11 | 4 | 0 | 10 | 2 | 8 | 1 | 1

Structures shown so far with a tert-butyl group:
SMILES | PfGluPho inh | SENP6 block | SENP8 block-1 | SENP8 block-2 | SENP7 inh | HKDC1 inhibitor | Apaf-1 inh | SENP1 FRET inh
CCc1nc2ccccc2c(C(=O)OCC(=O)C(C)(C)C)c1C | 18 | -28 | -4 | 3 | -7 | -9 | 10 | -1
CC(C)(C)OC(=O)NCCCCCNC(=O)c1[nH]cnc1C(=O)Nc1cccc(Cl)c1 | 2 | -12 | 1 | 18 | -4 | 1 | 14 | 0

Continued:
SMILES | PfGluPho inh | SENP6 block | SENP8 block-1 | SENP8 block-2 | SENP7 inh | HKDC1 inhibitor | Apaf-1 inh | SENP1 FRET inh
Cc1c(Cl)cccc1NC(=O)CNC(=O)c1ccccc1F | -12 | -12 | -1 | 19 | -2 | -6 | -3 | 0
Cn1nc(C(F)(F)F)c(-c2ccc(Br)cc2)c1NC(=O)c1ccco1 | -17 | -10 | -1 | 28 | 2 | 1 | 3 | -1
C=CCOn1c(=O)c(-c2cccs2)[n+]([O-])c2ccccc21 | 14 | -4 | -14 | -131 | -7 | 7 | 8 | -48
CCSc1cc(N2CCCC2)nc(-c2ccc(C)cc2)n1 | -1 | -15 | -5 | 8 | -4 | -7 | -12 | 1
CCOC(=O)c1ccc(-n2c(C)nc3ccc(Br)cc3c2=O)cc1 | -2 | -14 | 5 | 4 | -4 | -3 | 7 | 3
